High-throughput results deposited in PubChem by several laboratories.
PP1 inh = PP1-alpha (human) inhibition in PP5 counter-screen; AID 2235; actives 0.9% (n = 320,000); purified PP1alpha, OMFP fluorescence; inhibition, % at 6.7 µM; P62136;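 active means inhibition above the mean inhibition of all tested compounds plus 3 SD, computed separately for each screening campaign, cut at about 15% in these data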
Target sequence (P62136 whole entry, looked up): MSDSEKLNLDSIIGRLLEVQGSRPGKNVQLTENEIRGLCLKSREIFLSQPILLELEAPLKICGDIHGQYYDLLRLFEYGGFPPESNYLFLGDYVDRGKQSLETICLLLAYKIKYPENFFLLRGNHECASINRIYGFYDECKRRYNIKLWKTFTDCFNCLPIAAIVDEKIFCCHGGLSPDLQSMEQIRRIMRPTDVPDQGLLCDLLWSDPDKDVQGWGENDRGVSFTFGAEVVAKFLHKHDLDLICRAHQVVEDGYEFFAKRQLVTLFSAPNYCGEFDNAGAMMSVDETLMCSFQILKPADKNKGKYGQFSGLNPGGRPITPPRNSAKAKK
GASC-1 inh = inhibitors of human GASC-1 (JMJD2C) demethylase; Q9H3R0; GST-JMJD2C(1-420) H3K9me3 demethylation, DELFIA europium; inhibition, % at 2.35 µM; actives 0.069% (n = 330,000); AID 2099;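 active means more than half of a compound's replicate wells show inhibition beyond 50%, single wells judged on their own value; inconclusive means some, but no more than half, of replicates pass 50% inhibition; inactive means no replicate passes 50% inhibition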;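 further: signal counts dimethyl H3K9 product captured on neutravidin plate; 0% = median of DMSO wells and 100% = 0.3 times that DMSO median; strong numbers were not always called active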
VLA-4 inh = inhibition in a human VLA-4 binding assay. P13612. VLA-4 expressing cells, ligand binding flow cytometry. inhibition, % (about 7 µM as worked out from the volumes in the protocol). actives 0.2% (n = 330,000). AID 2557; in the data active means inhibition above about 50%
Fh CTSL1 inh = cathepsin L1 inhibition, PFM18AAP counter-screen. recombinant F. hepatica cathepsin L1, Z-Leu-Arg-MCA fluorescence. inhibition, % at 5.96 µM. actives 0.49% (n = 300,000);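 active means inhibition above the mean of all tested compounds plus 3 SD, set per screening campaign, cut at about 17% in these data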;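 further: 0% = plate median of test compound wells and 100% = 1 µM Z-Phe-Ala-diazomethylketone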
PP5 inh = PP5 (human) phosphatase inhibition; inhibition, % at 6.7 µM; purified PP5c, OMFP substrate fluorescence; P53041; actives 0.18% (n = 320,000);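 active means inhibition above the campaign's mean inhibition across all tested compounds plus 3 SD, cut at about 9.5% in these data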;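 further: 0% = DMSO only and 100% = 100 µM cantharidin control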
GRK2 inh = inhibitors of human GRK2 displacing RNA aptamer. bead flow cytometry, FAM-aptamer displacement from GRK2. inhibition of aptamer binding, % at 10 µM. actives 0.59% (n = 330,000);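 active means inhibition of aptamer binding above 40%, roughly 3 SD of noise, on plates passing a quality check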;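 further: median bead fluorescence of bound FAM aptamer so fluorescent compounds give negative values; no value below 0 was filed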
proCasp3 act = procaspase-3 (human) activation. recombinant procaspase-3 D3A, Ac-DEVD-pNA absorbance 405 nm. activation, % at 8.5 µM. actives 0.11% (n = 330,000). AID 463141;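 active means activation above the mean of all tested compounds plus 3 SD, cut at about 21% in these data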;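 further: 0% = DMSO alone and 100% = DMSO wells spiked with extra 5 µM PC-3 D3A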
Target sequence (P42574 whole entry D9A/D28A/D175A): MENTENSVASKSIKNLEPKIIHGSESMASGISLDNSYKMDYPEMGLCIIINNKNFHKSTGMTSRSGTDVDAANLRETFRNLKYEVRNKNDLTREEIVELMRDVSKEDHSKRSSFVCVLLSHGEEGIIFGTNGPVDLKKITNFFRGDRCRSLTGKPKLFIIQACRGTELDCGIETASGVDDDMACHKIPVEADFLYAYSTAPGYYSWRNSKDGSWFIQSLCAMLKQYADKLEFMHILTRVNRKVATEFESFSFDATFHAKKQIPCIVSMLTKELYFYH
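Assay system: Procaspase-3 D3A mutant, all three cleavage aspartates alanine. Buffer or medium: Zinc-free HEPES saline buffer with Triton X-100. Times: 1 h compound preincubation, 2 h substrate hydrolysis at 25 °C. Measured by: 405 nm absorbance of p-nitroaniline, reads at 0 and 120 min. Read-out basis: percent activation relative to control range. Replicates: singlicate.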
core dimer inh = blocks dimerization of HCV core protein. TR-FRET GST/Flag-core106 dimerization, 1536-well. inhibition, % at 5 µM. actives 0.33% (n = 300,000). AID 1899;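 active means inhibition above the mean of all tested compounds plus 3 SD, set per screening campaign, cut at about 45% in these data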
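test system = GST/Flag-tagged HCV core106 proteins | probe or stimulus = Eu donor and XL665 acceptor anti-tag antibodies | times = compound-protein-antibody incubation 4 h at 22.5 °C | signal = TR-FRET, excitation 340 nm, emission 617 and 671 nm | measure = percent inhibition of core106 dimerization signal | controls = wells lacking GST-core106 and wells with excess unlabelled core106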
proCasp7 act = activates human procaspase-7, counter-screen for procaspase-3 activators. P55210. recombinant procaspase-7, Ac-DEVD-pNA absorbance 405 nm; D23A/D198A/D206A triple mutant, cannot self-cleave; scale: DMSO 0, 5 µM enzyme 100. activation, % at 8.5 µM. actives 0.093% (n = 330,000);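 active means percent activation above the screen-wide mean plus 3 SD, cut at about 25% in these data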
Target sequence (P55210 whole entry D23A/D198A/D206A): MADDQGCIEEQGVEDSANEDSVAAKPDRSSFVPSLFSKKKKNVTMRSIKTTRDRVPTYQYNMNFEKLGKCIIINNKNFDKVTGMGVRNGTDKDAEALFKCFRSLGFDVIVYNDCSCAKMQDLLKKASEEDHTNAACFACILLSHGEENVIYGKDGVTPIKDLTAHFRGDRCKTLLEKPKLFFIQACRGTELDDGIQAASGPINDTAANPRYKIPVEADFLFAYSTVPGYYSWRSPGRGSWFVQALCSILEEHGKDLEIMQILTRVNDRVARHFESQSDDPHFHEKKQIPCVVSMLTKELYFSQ
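Assay system: Uncleavable procaspase-7 mutant enzyme; Input: 2 µM procaspase-7 mutant as dispensed; Also added: DEVD-pNA substrate; Medium: Zinc-free HEPES pH 7.4 with 300 mM NaCl, 0.01% Triton X-100; Timing: 1 h compound preincubation, 2 h substrate cleavage, 25 °C; Measured by: Epi-absorbance of released pNA at 405 nm, two timepoints.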
Starred values were filed as active, the others as inactive; ? = inconclusive; · = not tested or not shown.

SMILES	PP1 inh	GASC-1 inh	VLA-4 inh	Fh CTSL1 inh	PP5 inh	GRK2 inh	proCasp3 act	core dimer inh	proCasp7 act
O=[N+]([O-])c1ccc(S(=O)(=O)NCC2COc3ccccc3O2)cc1 (stereo not drawn)	4	-2	0	4	1.7	0	1	-3	-3
COCC(C)NC(=O)c1cc2cccc([N+](=O)[O-])c2[nH]1 (stereo not drawn)	-3	-22	2	1	0.5	0	0	4	7
CCOC(=O)C(C)Sc1ncnc2nc[nH]c12 (stereo not drawn)	-4	-11	-13	0	0.4	0	4	-2	7
COc1cc(CN2CCC(CO)(CCOc3ccccc3)CC2)cc(OC)c1OC	4	13	11	0	4.1	1	5	0	5
CCn1nc(CCC(=O)O)c2ccccc2c1=O	-1	1	7	0	-3.1	5	4	-2	-5
NS(=O)(=O)c1ccc(S(=O)(=O)N2CCCC2)cc1	0	1	-6	-3	-0.6	5	7	8	8
CC(C)CNS(=O)(=O)c1ccc(CCC(=O)Nc2ccc3c(c2)OCCO3)cc1	-6	-7	0	-2	3.1	2	0	2	14
Cc1nn(-c2ccccc2)c2nc(C(F)F)cc(C(F)F)c12	0	5	39	·	-0.9	2	0	·	3
CCCC(=O)Nc1cc(OC)c(NC(=O)NC2CCCCC2)cc1OC	1	7	-9	-1	3.3	0	4	-9	-3
CN(Cc1nc2ccccc2c(=O)[nH]1)C(=O)c1cccc(S(=O)(=O)N2CCCCCC2)c1	-2	-1	20	·	1.1	3	13	·	4
CC(=O)Nc1ccccc1NS(=O)(=O)c1ccccc1[N+](=O)[O-]	-4	1	2	-1	-0.2	2	-9	2	6
CCOC(=O)C1CCCN(C(=O)CCCn2c(=O)c3cccn3c3cccnc32)C1 (stereo not drawn)	-1	4	11	1	0.1	1	2	11	-5
Cc1cccc(C(=O)O/N=C(\N)Cc2cccc3ccccc23)c1	-1	-6	-4	-1	2.5	0	13	1	1
COCC(=O)N1CCN(c2cccc(C(F)(F)F)c2)CC1	0	0	-3	-4	1.2	2	-1	-7	0
CC1CCN(c2cc(N3CCOCC3)c(F)cc2[N+](=O)[O-])CC1	4	1	13	-4	3.8	4	4	-9	-9
O=C(CCc1nc2ccccc2c(=O)[nH]1)NCC(=O)Nc1ccc(F)c(F)c1	-5	-6	2	-4	-0.8	0	-1	1	1
COc1ccc(-n2nc(C(=O)NCC(=O)NCC3COc4ccccc4O3)c3ccccc3c2=O)cc1 (stereo not drawn)	1	6	-5	-1	2.5	1	-2	-3	-1
c1ccc(-c2ccc(-c3ccccn3)nn2)nc1	-3	3	-1	-3	0.6	6	-2	-2	-16
CN(Cc1ccccc1)C(=O)c1cccc(N2C(=O)NC3CC2(C)Oc2ccccc23)c1 (stereo not drawn)	0	2	14	3	1.0	2	2	0	3
COc1ccc(/C=N/N=C2\SC(CC(=O)O)C(=O)N2c2ccccc2)cc1 (stereo not drawn)	-3	-4	6	-1	0.3	0	7	2	4
O=C(O)CC(NC(=O)C12CC3CC(CC(C3)C1)C2)c1cccc(Cl)c1 (stereo not drawn)	-3	-1	7	4	-4.0	0	-5	-4	0
CC1(C(=O)CSc2n[nH]c(-c3ccccc3Cl)n2)CCC(=O)O1 (stereo not drawn)	1	-1	-20	2	0.3	0	3	4	1
COc1ccc(CNC(=O)C2CCN(S(=O)(=O)c3c(C)n[nH]c3C)CC2)cc1	3	0	11	-4	2.0	2	2	-8	7
O=C(OCc1cccc(C(F)(F)F)c1)c1cc(S(=O)(=O)N2CCOCC2)ccc1F	3	1	10	2	2.8	0	-1	-1	2
CCOC(=O)C1(Cc2ccccc2C)CCCN(C(=O)CN2CCCCC2=O)C1 (stereo not drawn)	-1	-2	3	1	2.2	2	9	-2	11
CC1CCCCC12NC(=O)N(CC(=O)N1CCc3ccccc31)C2=O (stereo not drawn)	0	-6	7	·	-3.5	0	-3	·	2
O=c1[nH]c(=O)n(-c2ccc(F)cc2)c2c1C(C(F)(F)F)(C(F)(F)F)N=C(c1ccc(F)cc1)N2	1	6	28	-3	-0.2	4	0	-2	8
COc1cccc(CNC(=O)CCNC(=O)Cn2ccc3ccccc3c2=O)c1	-2	-6	13	1	0.6	19	7	-7	-20
CSc1nc2cc(S(=O)(=O)N3CCOCC3)ccc2s1	-3	-4	-1	-2	1.7	0	7	-12	7
O=C1CCCCN1CCC(=O)N1CCCC(Nc2ccccc2)C1 (stereo not drawn)	-5	-20	9	3	0.3	0	7	-5	3
Cc1ccc(C)c(OCCNc2ncccc2[N+](=O)[O-])c1	-2	7	-3	6	1.4	0	-7	0	-9
COc1ccc(/C=N\NC(=O)COc2ccc(C(C)(C)C)cc2)cc1Cn1nc(C)cc1C	12	-27	22	0	4.5	0	-1	21	5
Cc1cc(C)n2nc(CC(=O)NC3CCCC(C)C3C)nc2n1 (stereo not drawn)	2	0	-11	7	1.7	3	1	0	2
CCN(CC(=O)NC1CCS(=O)(=O)C1)S(=O)(=O)c1c(C)c(C)cc(C)c1C (stereo not drawn)	0	4	3	3	-1.4	0	4	-9	4
COc1cc(CO)c(OC)c([N+](=O)[O-])c1	0	9	20	0	0.2	1	5	-4	3
O=C(Nc1ccccc1F)c1ccc(C(=O)c2ccccc2)cc1	-1	-7	-1	1	-1.8	2	-1	9	11
Nc1cc(Cl)ccc1Oc1ccc2ccccc2c1	-2	-11	-3	3	1.2	0	6	2	5
Cc1onc(-c2ccccc2Cl)c1C(=O)Nc1cccc(-c2nc3ncccn3c2C)c1	-2	?	-4	4	2.4	0	-1	5	10
O=C(NCc1ccc(F)cc1)c1ccccc1OCc1ccccc1	0	1	16	0	0.0	4	-6	0	7
COc1ccccc1NC(=O)CSCC(=O)N1c2ccccc2CCc2ccccc21	0	1	0	1	3.0	1	6	9	4
COc1ccc(-c2csc(NC(=O)CSCc3c(C)noc3C)n2)c(OC)c1	-1	1	4	-22	2.7	7	12	3	2
O=C(C1=NN[C@@H]2C(=O)N(c3cccc(C(F)(F)F)c3)C(=O)[C@H]12)c1ccc2ccccc2n1	6	12	0	0	0.9	0	-19	4	-9
O=C(C1=C[C@H](c2ccccc2)C[C@H](OCc2ccc(CO)cc2)O1)N1CCN(Cc2ccc3c(c2)OCO3)CC1	-1	0	3	1	0.5	0	5	3	-4
Cc1ccccc1OCC(O)Cn1c(Br)nc2c1c(=O)n(C)c(=O)n2C (stereo not drawn)	1	0	-3	4	1.6	0	5	-3	-5
O=C(NCc1ccco1)C1CCN(S(=O)(=O)c2ccccc2C(F)(F)F)CC1	-4	4	4	·	0.6	0	7	·	1

Record cards, from the list above.
`COc1ccc(-c2csc(NC(=O)CSCc3c(C)noc3C)n2)c(OC)c1` in the list: PP1 inh: -1; GASC-1 inh: 1; VLA-4 inh: 4; Fh CTSL1 inh: -22; PP5 inh: 2.7; GRK2 inh: 7; proCasp3 act: 12; core dimer inh: 3; proCasp7 act: 2
`CC1(C(=O)CSc2n[nH]c(-c3ccccc3Cl)n2)CCC(=O)O1` (stereo not drawn) in the list: PP1 inh: 1; GASC-1 inh: -1; VLA-4 inh: -20; Fh CTSL1 inh: 2; PP5 inh: 0.3; GRK2 inh: 0; proCasp3 act: 3; core dimer inh: 4; proCasp7 act: 1
`COc1cccc(CNC(=O)CCNC(=O)Cn2ccc3ccccc3c2=O)c1` in the list: PP1 inh: -2; GASC-1 inh: -6; VLA-4 inh: 13; Fh CTSL1 inh: 1; PP5 inh: 0.6; GRK2 inh: 19; proCasp3 act: 7; core dimer inh: -7; proCasp7 act: -20

(more compounds)
SMILES	PP1 inh	GASC-1 inh	VLA-4 inh	Fh CTSL1 inh	PP5 inh	GRK2 inh	proCasp3 act	core dimer inh	proCasp7 act
CCCOc1ccc(OCCN2CCCC(C)C2)cc1 (stereo not drawn)	-1	3	6	-2	-0.4	0	4	2	5
Cc1ncc([N+](=O)[O-])n1CCOC(=O)NC(NCc1cccnc1)C(Cl)(Cl)Cl (stereo not drawn)	-5	-4	1	13	0.7	0	5	-4	4
COc1ccc(Nc2nc(NN)nc(C)c2[N+](=O)[O-])cc1	-1	4	-17	2	-0.2	4	5	3	6
CC1CCCN(C(=O)C2CCN(S(=O)(=O)c3ccccc3)CC2)C1 (stereo not drawn)	·	1	2	·	·	0	2	·	-7
Cc1ccc(S(=O)(=O)N(C)c2cc(S(=O)(=O)N3CCC(C)CC3)c(C)cc2C)cc1	4	1	-8	-2	0.9	0	-2	15	4
CCCCCCCCSc1nnc2[nH]c(=O)cc(N)n12	2	7	-9	5	3.0	0	6	4	3
C/C(=N\OC(=O)c1ccc(Br)cc1)c1ccccn1	1	-10	0	-1	-0.8	0	1	-2	3
NC(=S)Nc1ccc(Cl)cc1Cl	-2	44	-7	2	1.6	0	4	-5	-5
CC(=O)Nc1ccc(CN2CCCC(CCC(=O)NCc3ccccc3F)C2)cc1 (stereo not drawn)	-1	-3	20	6	-0.4	0	8	1	6
CCOC(=O)c1c(NC(=O)COC(=O)CCCOc2ccc(OC)cc2)sc(C(=O)NC)c1C	-3	3	2	0	1.8	0	-1	7	-3
COC(=O)C1C(=O)C2=C(CC1C)NC(=O)CC2c1ccccc1 (stereo not drawn)	6	1	3	-2	4.2	0	-1	-1	7
O=C(O)c1ccc2c(c1)nnn2C1CCCCC1	4	44	-15	-1	-2.7	0	-7	-5	-2
CCCS(=O)(=O)c1nc(S(=O)(=O)c2ccc(C)cc2)c(N2CCCC2)s1	0	14	6	-2	0.2	2	-6	2	1
COc1ccc(OC)c(COC(=O)c2cccc(S(=O)(=O)N3CCCCC3)c2)c1	·	-2	-9	·	·	2	1	·	-1
CCOc1ccccc1NC(=O)C(NCCN(C)C)c1ccccc1 (stereo not drawn)	3	2	-2	-2	-2.2	2	-5	-3	1
COC(=O)c1c(/N=C/N(C)C)sc2c1CCN(c1ncc(C(F)(F)F)cc1Cl)C2	2	3	-13	0	-1.0	0	9	7	7
COCCCNc1ccc([N+](=O)[O-])cc1C(=O)Nc1cccc(C)n1	3	-8	-10	5	-0.3	0	-2	0	-5
O=C(CSc1nnc(COc2cccc3cccnc23)o1)N1CCCC1	1	15	-8	-2	1.6	3	4	-3	9
[O-]/[N+](=C\c1ccco1)c1ccc(Cl)cc1	-1	16	-2	-2	-1.0	1	-3	1	15
Cc1ccc(CC(=O)NC2CCSC2=O)cc1 (stereo not drawn)	2	8	-1	-3	1.4	0	-7	-2	-2
CCc1ccc(NC(=S)Nc2cc(C(=O)O)ccc2N2CC3CC(C2)c2cccc(=O)n2C3)cc1 (stereo not drawn)	0	0	-3	3	-1.0	1	-7	3	-16
O=C(Nc1ccccc1)c1ccc(Br)o1	1	-3	15	-4	2.9	4	5	-3	2
NNC(=O)CCN1CCCCC1	1	5	2	5	2.9	0	1	-3	-1
CSc1cccc(NC(=S)N2CCCN(Cc3ccc(F)cc3)C2)c1	-2	3	6	-4	-0.1	0	-1	3	-4
